LmPK inh – inhibitors of Leishmania mexicana pyruvate kinase. hit rate 0.37% among 290,000. purified LmPK, Kinase-Glo ATP luminescence, 1 h. Potency, µM (highest dose often 57.5 µM), without a hit: at the top dose activity change, negative = inhibition, most hits filed as inhibitors. Q27686; also: potency is read from the fitted curve at half-maximal effect; % is scaled to controls: 0 for no effect and ±100 for the full control effect
Target sequence (Q27686 whole entry, looked up): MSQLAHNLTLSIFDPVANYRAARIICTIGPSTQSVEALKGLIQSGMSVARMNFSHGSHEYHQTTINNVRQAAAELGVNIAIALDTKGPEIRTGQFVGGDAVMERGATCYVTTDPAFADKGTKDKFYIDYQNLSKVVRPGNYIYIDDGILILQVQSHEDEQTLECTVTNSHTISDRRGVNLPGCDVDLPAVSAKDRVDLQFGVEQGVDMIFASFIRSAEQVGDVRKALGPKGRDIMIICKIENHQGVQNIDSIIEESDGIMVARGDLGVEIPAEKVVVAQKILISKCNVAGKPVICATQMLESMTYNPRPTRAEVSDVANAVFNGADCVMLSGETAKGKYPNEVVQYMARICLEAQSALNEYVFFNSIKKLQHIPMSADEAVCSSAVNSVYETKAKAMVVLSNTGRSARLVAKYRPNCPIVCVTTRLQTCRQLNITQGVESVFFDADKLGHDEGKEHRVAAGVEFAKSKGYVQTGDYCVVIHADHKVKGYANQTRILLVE
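In 50 mM imidazole pH 7.2 with 7 mM MgCl2, LmPK (0.1 nM) turned over PEP (0.5 mM) and ADP (0.1 mM) for 1 h at room temperature. Luciferase read-out of ATP.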
Shiga inhibitor – inhibitors of Shiga toxin in Vero cells; Vero cells, Shiga toxin protein synthesis inhibition reporter; inhibition, % at 38.7 µM; hit rate 9.2% among 290,000; in the data active = inhibition mostly above about 28%, no sharp cut-off; inactive = mostly below about 43%; also: 0% is about no effect
AMA1-RON2 inh – inhibitors of Plasmodium falciparum AMA1-RON2 interaction | AlphaScreen AMA1-biotinylated RON2 peptide binding | Potency, µM (top dose mostly 58.2 µM), for inactives: top-dose activity change, negative = inhibition, most hits filed as inhibitors | hit rate 0.2% among 360,000;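 also: potency is read from the fitted curve at half-maximal effect; 0% = vehicle wells and -100% = peptide control; nearly all actives have a fitted effect of over 45% in size; some results filed as inactive show a strong effect at the top dose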
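AMA1 (3D7) with his tag at 25 nM final met compounds first, then biotinylated RON2 peptide at 25 nM; detection used donor plus acceptor beads, 10 µg/mL apiece, read by AlphaScreen after 30 min at room temperature.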
Tb PYK inh – inhibitors of Trypanosoma brucei pyruvate kinase; TbPYK enzyme, Kinase-Glo Plus ATP luminescence, 45 min; Potency, µM (top dose mostly 76.8 µM), without a hit: at the highest dose activity, negative = inhibition, hits mostly inhibitors; hit rate 0.12% among 410,000; also: potency is read from the fitted curve at half-maximal effect; % is scaled to controls: 0 for no effect and ±100 for the full control effect; nearly all actives have a fitted effect of over 50% in size
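ADP (130 uM final) triggers the TbPYK reaction after compound addition; incubation is 45 min at room temperature. Kinase-Glo Plus is then added and luminescence imaged. Normalized data are fitted to concentration-effect curves.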
Cycloheximide cs – affects cycloheximide protein synthesis inhibition readout, counter-screen | cell reporter, cycloheximide protein synthesis inhibition counterscreen | max response, % | hit rate 12% among 300,000 | AID 2314; in the data active = max response mostly above about 13%, no sharp cut-off; inactive = mostly below about 14%; also: read at 38.3 µM for the half of the compounds with a filed dose; 0% is about no effect
Pf growth 48h – inhibits P. falciparum growth in the first generation, 48 h; Potency, µM (doses to about 28.7 µM), for the others: at the highest dose activity change, negative = inhibition, actives largely listed as inhibitors; hit rate 5.9% among 310,000; P. falciparum luciferase growth in erythrocytes, 48 h; also: potency is read from the fitted curve at half-maximal effect; % is scaled to controls: 0 for no effect and ±100 for the full control effect
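Read-out is firefly luciferase luminescence from an integrated reporter in P. falciparum, so falling signal marks reduced parasite growth. Infected erythrocytes were at 2% hematocrit and 0.1% parasitemia (final) in Albumax-supplemented RPMI 1640.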
Pf growth 96h – inhibits malaria parasite growth, 96 h. Potency, µM (top dose mostly 28.7 µM), inactives show top-dose activity change, negative = inhibition, usual class: inhibitors. hit rate 6.9% among 320,000. P. falciparum luciferase reporter growth, 96 h; also: potency is read from the fitted curve at half-maximal effect; % is scaled to controls: 0 for no effect and ±100 for the full control effect
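Erythrocytes infected with luciferase-expressing P. falciparum were dispensed at 2% hematocrit and 0.05% parasitemia (final), then incubated with compounds 96 hours at 37 C in 5% CO2. Luminescence after detection reagent addition reported growth.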
* = called active by the depositor; i = inactive; ? = inconclusive; . = no result given; & = joins results of further samples; [ ] = another dose, or the depositor's remark. Unless noted, calls follow the shape of the dose curve; as a rule, active = well fitted curve in the direction sought with a large enough effect; inconclusive = small, poorly fitted or top-dose-only effect, or another doubt; inactive = no such curve, though single readings can be large; an effect the other way counts as inactive or inconclusive.

Values in the order: LmPK inh | Shiga inhibitor | AMA1-RON2 inh | Tb PYK inh | Cycloheximide cs | Pf growth 48h | Pf growth 96h
1) COc1ccc(OC)c(CNC(=O)CCC(=O)N2Cc3cccc(OC)c3Oc3ncccc32)c1
→ 1% | 2 | -3% | 2% | 8 | -25% | ?
2) C=CCNC(=S)N1CCN(CCN=CC2=C(O)CC(c3cccs3)CC2=O)CC1 (centres undefined)
→ -4% | 30 | 37%[activator] | -2% | 10 | . | -35%
3) CCOc1ccc(NC(=O)c2cc(S(=O)(=O)N3CCCCC3)c[nH]2)cc1
→ 2% | -7 | -8% | -1%&6% | 1 | -28% | 21%
4) Cc1cccc(NC(=O)c2cc(Cl)sc2Cl)c1C
→ 3% | -13 | 8%[2.32 µM] | -7% | -2 | 47%[activator] | 93%[activator]
5) Cc1ccc(-n2[nH]c3c4c(ccc3c2=O)C(=O)c2ccccc2C4=O)cc1
→ 1% | -15 | -7% | -10% | -1 | 23% | 30%[activator]
6) O=C(O/N=C/C1=C(Cl)c2ccccc2CC1)c1ccc(F)cc1
→ 3% | -5 | -3% | -6% | -4 | 9% | .
7) CNS(=O)(=O)c1cc(N(C)S(=O)(=O)c2ccc(C)cc2)c(C)cc1C
→ 4% | -11 | -4% | -6% | -6 | -7% | -7%
8) COc1ccc(S(=O)(=O)N(C)C)cc1NC(=O)CSc1nncs1
→ 0% | -2 | -5% | -7% | -1 | 0% | 10%
9) COc1cccc(Nc2nc(-c3sc(NC(=O)c4ccco4)nc3C)cs2)c1
→ -11% | 34 | 17% | 2% | 7 | ? | 13µM*
10) CCc1ccc(Nc2nc(N)nc(CSc3nnnn3-c3ccccc3)n2)cc1
→ -8% | 5 | -9% | 1% | -2 | -23% | -23%
11) CC(=O)c1ccc(N2CCN(C(=O)C3CCN(C(=O)Nc4ccccc4)CC3)CC2)cc1
→ . | . | 8% | 2% | . | ? | ?
12) O=C(N/N=C/c1cn(Cc2ccccc2)c2ccccc12)c1cccnc1
→ -6% | 14 | 42%[activator] | -2% | 8 | ? | 15%
13) CCCc1nc(SCC(=O)NNC(=O)C2CCCCC2)c2ccccc2n1
→ 4% | -18 | 26% | -6% | 1 | ? | -14%
14) CCOC(=O)c1[nH]c2ccc(OC)cc2c1NC(=O)OC
→ 0% | -11 | 6% | 5% | 1 | 47%[activator] | 6%
15) CC1(C)Cc2c(sc3nc(C4CCCCC4)n(N)c(=O)c23)CO1
→ -3% | -6 | 10% | 2% | 11 | 80%[activator] | 0%
16) CCOC(=O)C1CCCN(C(=O)c2ccc(CNc3c(N4CCC(C)CC4)c(=O)c3=O)cc2)C1 (centres undefined)
→ 2% | -3 | -4% | 8% | -3 | ? | ?
17) COC(=O)c1sc(NC(=O)COc2ccccc2OC)nc1C
→ -1% | -4 | -3% | 7% | -3 | 20% | 228%[activator]
18) CC(C)Cc1ccc(/C=C/C(=O)NC2CC2)cc1
→ -1% | 112* | 8% | -2% | 71* | ? | 2.1µM*
19) CCn1c(-c2ccc(F)cc2)n[nH]c1=S
→ -4% | -11 | 15% | ? | -3 | 2% | .
20) COc1ccc(-n2c(SCc3ccccn3)nc3c(c2=O)SCC3)cc1OC
→ 7%[11.5 µM] | -10 | -9% | -1% | -3 | ? | ?
21) CCOC(=O)CSC1=NC(=O)/C(=C\c2ccc(OC(C)=O)cc2)S1
→ ? | 120* | -5% | -10% | 28* | 59%[activator] | 189%[activator]
22) COCCN(C(=O)c1csnn1)C(C(=O)NC1CCCCC1)c1ccc(Cl)cc1 (centres undefined)
→ -2% | 3 | -1% | -3% | -3 | -5% | -5%
23) O=S(=O)(NC(=S)c1ccccc1)c1ccc(Cl)cc1
→ -3% | 3 | -13% | 7% | -6 | -10% | ?
24) CC(=O)c1cccc(NS(=O)(=O)c2ccc(N/C=C\C(=O)c3ccc(C)cc3)cc2)c1
→ 4% | 15 | 3% | -4% | 13 | ? | ?
25) CC(=O)N1c2ccccc2NC2=C(C(=O)CCC2)C1c1cccnc1 (centres undefined)
→ -2% | 28 | -15% | -5% | -1 | 13% | .
26) O=C(Cc1ccccc1)c1c[nH]c(C(=O)NCCCn2ccnc2)c1
→ -5% | 19 | . | . | -2 | 6% | ?
27) NNC(=O)c1cc(-c2ccco2)[nH]n1
→ 1% | 2 | 54%[activator] | 0% | 10 | 2% | -2%
28) C/C=C/c1ccc(OC)c(OC(C)=O)c1
→ 0% | -11 | 9% | 2% | -3 | . | 16%
29) O=C(COc1ccc([N+](=O)[O-])cc1)NCC(c1cccs1)N1CCOCC1 (centres undefined)
→ . | . | 11% | -4% | . | ? | -12%
30) CCN(CCCNC(=O)CCNC(=O)Cn1cnc2ccccc2c1=O)c1cccc(C)c1
→ 9% | 5 | -13% | 2% | -1 | 3% | .

3 entries from above, as tab-separated lines:
item	smiles	LmPK inh	Shiga inhibitor	AMA1-RON2 inh	Tb PYK inh	Cycloheximide cs	Pf growth 48h	Pf growth 96h
11	CC(=O)c1ccc(N2CCN(C(=O)C3CCN(C(=O)Nc4ccccc4)CC3)CC2)cc1	.	.	8%	2%	.	?	?
12	O=C(N/N=C/c1cn(Cc2ccccc2)c2ccccc12)c1cccnc1	-6%	14	42%[activator]	-2%	8	?	15%
13	CCCc1nc(SCC(=O)NNC(=O)C2CCCCC2)c2ccccc2n1	4%	-18	26%	-6%	1	?	-14%

The list goes on:
Values in the order: LmPK inh | Shiga inhibitor | AMA1-RON2 inh | Tb PYK inh | Cycloheximide cs | Pf growth 48h | Pf growth 96h
31) COc1ccccc1Nc1ncc(-c2cccs2)s1
→ -11% | 108* | -9% | -12% | 40* | 168%[activator] | i
32) Cc1nn(-c2ccc(F)cc2)c2sc(C(=O)OCC(=O)N3CCC(C)CC3)cc12
→ 13% | 5 | 0% | -11% | -2 | 17% | ?
33) Cc1ccc(C2=CSC3=NS(=O)(=O)CCN23)cc1
→ 3% | 42 | 22% | 8% | -5 | 13% | 54%[activator]
34) COc1cc(C(=O)/C=C/c2cccnc2)c([N+](=O)[O-])cc1OC
→ . | . | -8% | -13% | . | 2.9µM* | ?
35) CCc1ccccc1NC(=O)Cn1c(=O)n(-c2ccc(CC(=O)NCC3CCCO3)cc2)c(=O)c2ccccc21 (centres undefined)
→ -9% | -3 | 4% | 2%&-11% | -6 | -9% | 4%
36) CC(C)c1ccc(NC(=O)c2ccc(Br)o2)cc1
→ -19% | 50* | -2% | 2% | 40* | 112%[activator] | -8%
37) CCn1c(SCC(=O)NCC2CCCO2)nc2c([nH]c3ccccc32)c1=O (centres undefined)
→ 8% | 10 | -3% | -1% | 1 | 9% | 1%
38) COc1ccccc1NS(=O)(=O)c1ccc2c(c1)OCCO2
→ 4% | 13 | 1% | -1% | -2 | 31%[activator] | 28%
39) Cc1cc(SCC(=O)OCC(=O)N(CCC#N)c2ccccc2)nc2ccccc12
→ . | . | 7% | -14% | . | 5% | -2%
40) CC(C)CC(NC(=O)C(NC(=O)OC(C)(C)C)C(C)C)C(=O)NC(CCC(=O)OCc1ccccc1)C(N)=O (centres undefined)
→ -15% | 18 | -14% | -15% | -1 | 1.9µM* | ?
41) Cc1ccc(NC(=O)N2CCC(c3nc4c(nnn4Cc4c(F)cccc4Cl)c(=O)[nH]3)CC2)cc1
→ 9% | -7 | -4% | 5% | -3 | . | 9.3µM*
42) CC(OC(=O)CNC(=O)C12CC3CC(CC(C3)C1)C2)C(=O)Nc1ccc(N2CCOCC2)cc1 (centres undefined)
→ 2% | -18 | 4% | 3% | 8 | . | .
43) N#Cc1ccccc1CSC1=NCCS1
→ 5% | 21 | 15% | 0% | 9 | 3% | ?
44) Cc1ccc(N(CC(=O)NCCc2ccc(Cl)cc2)S(=O)(=O)c2c(C)noc2C)cc1
→ 0% | -4 | 24% | 1%&0% | -2 | -5% | 2.3µM*
45) COC(=O)c1ccc(NC(=O)C2CCN(C(=O)Nc3ccccc3)CC2)cc1
→ . | . | -2% | 1% | . | ? | 4.7µM*
46) CC(=O)Nc1ccc(Cl)cc1C(=O)O
→ -2% | -4 | 7% | 3% | 1 | -4% | 73%[activator]
47) Cc1ccc(OCCn2c3ccccc3n3nc(C)c(=O)nc23)cc1
→ 2% | 3 | 13% | 2% | 5 | ? | -6%
48) CCOC(=O)N1CCN(C(=O)c2ccc(NC(C)=O)cc2)CC1
→ -1% | 2 | 4% | -3% | -2 | 12% | 69%[activator]
49) CSc1ccc(/C=C/C(=O)c2ccc(NC(C)=O)cc2)cc1
→ 0% | 59* | -3% | 2% | 33* | -4% | 0.66µM*
50) O=C(O)[C@@H]1CSC2(CCSC2)N1 (some centres undefined)
→ -1% | -4 | . | . | 1 | 3% | ?
51) Cc1cc(N/N=C/c2c[nH]c3ccccc23)c2ccccc2n1
→ -1% | 21 | 0% | 4% | 11 | 33%[activator] | 28%
52) CCc1ccc(C2CC(=O)N(c3cccc(F)c3)C3=C2C(=O)OC3)cc1 (centres undefined)
→ -6% | -3 | 7% | 2% | 7 | -11% | ?
53) O=C(CN1CCN(C(=S)NC2CCCC2)CC1)Nc1ccc(Oc2ccccc2)cc1
→ 2% | 0 | -5% | 1% | -1 | ? | 1%
54) O=C(CN1C(=O)NC2(CCCCC2)C1=O)Nc1ccc2c(c1)OCCCO2
→ . | . | -2% | 2% | . | 423%[activator] | 480%[activator]
55) CC(C)c1nc(N2CCOCC2)c(C#N)c2c1COC(C)(C)C2
→ 1% | -7 | -4% | -9% | -1 | ? | -1%
56) c1ccc(N2CCN(Cc3cn4ccccc4n3)CC2)cc1
→ 0% | -2 | 0% | -3% | 1 | 6% | ?
57) CC(CNC(=O)COC(=O)c1cccs1)c1ccccc1 (centres undefined)
→ . | . | 7%[11.6 µM] | -4% | . | -11% | -17%
58) CC(=O)Nc1ccc(/C(C)=N/NS(=O)(=O)c2ccc(C)cc2)cc1
→ 1% | 35 | -7% | 1% | 16 | 42%[activator] | ?
59) Cc1cc(C)cc(C(=O)Nn2cnnc2)c1
→ -1% | -24 | 5% | 0% | -1 | 162%[activator] | i
60) NNC(=O)C1CCCn2c1nc1sc3c(c1c2=O)CCCC3 (centres undefined)
→ 0% | -21 | 46%[activator] | 2% | 1 | . | 5%
61) CC(c1ccco1)N(C(=O)c1ccccc1F)c1ccccn1 (centres undefined)
→ -4% | 21 | 0% | 1% | 9 | 0% | 16%
62) Cc1ccc(SCC(=O)c2c(C)[nH]c3ccccc23)cc1
→ 1% | 35 | -1% | 2% | 13* | ? | -100%
63) COc1ccccc1NC(=O)c1c(NC(=O)c2ccco2)sc2c1CCC2
→ 11% | -6 | 8% | 7% | 0 | ? | -24%

Arranged by SMILES length (smallest number first): 3 of the compounds above
Values in the order: LmPK inh | Shiga inhibitor | AMA1-RON2 inh | Tb PYK inh | Cycloheximide cs | Pf growth 48h | Pf growth 96h
60) NNC(=O)C1CCCn2c1nc1sc3c(c1c2=O)CCCC3 (centres undefined)
→ 0% | -21 | 46%[activator] | 2% | 1 | . | 5%
53) O=C(CN1CCN(C(=S)NC2CCCC2)CC1)Nc1ccc(Oc2ccccc2)cc1
→ 2% | 0 | -5% | 1% | -1 | ? | 1%
41) Cc1ccc(NC(=O)N2CCC(c3nc4c(nnn4Cc4c(F)cccc4Cl)c(=O)[nH]3)CC2)cc1
→ 9% | -7 | -4% | 5% | -3 | . | 9.3µM*

Compound activity (PubChem)
